Assay outcomes from PubChem.
M. tuberculosis HTS = M. tuberculosis growth inhibition, HTS (AID 449762); M. tuberculosis H37Rv growth inhibition, 7H9 media; higher % means a stronger effect; one-dose inhibition, % at 25 µM; IC50 in µM for titrated hits; 330,000 tested, 0.59% active; in the data active = a potency from the dose series; inconclusive = inhibition above about 70% without an active follow-up result;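 note: bacterial growth assessed after seven days of incubation; strong numbers were not always called active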
inhibitors of VEEV = inhibitors of VEEV TC-83 cytopathic effect, confirmation, Vero cells (AID 588727); Vero cells, VEEV TC-83 cytopathic effect inhibition; higher % means a stronger effect; inhibition, % at 20 µM; hits with a dose series show IC50 in µM; 350,000 tested, 0.13% active; in the data active = a potency from the dose series; inconclusive = inhibition mostly from about 14% at the one dose, without a potency; inactive = the rest, 99 in 100 with inhibition below about 12%; note: strong numbers were not always called active
Salmonella PhoP GFP = PhoP regulon inhibitors, Salmonella typhi PhoP promoter GFP reporter, confirmatory (AID 1850); Salmonella Typhi PhoP-promoter GFP reporter, fluorescence, 4 h; higher % means a stronger effect; inhibition, % at 50 µM; hits with a dose series show IC50 in µM; 310,000 tested, 0.33% active; in the data active = a potency from the dose series; inconclusive = inhibition mostly from about 25% at the one dose, without a potency; inactive = the rest, 99 in 100 with inhibition below about 19%;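 note: 0% = induced wells with vehicle and 100% = uninduced wells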
H1N1 NS1A inhibition = H1N1 influenza NS1A inhibitors, functional cell based assay (AID 504329); NS1A functional cell-based assay, percent inhibition; higher % means a stronger effect; inhibition, % at 12.5 µM, or IC50 in µM where a hit was titrated; 340,000 tested, 0.3% active; in the data active = a potency from the dose series; inconclusive = inhibition above about 27% without an active follow-up result; note: strong numbers were not always called active
M. tuberculosis = growth inhibition of non-replicating M. tuberculosis (AID 488890). 320,000 tested, 0.39% active. Mycobacterium tuberculosis non-replicating, growth inhibition; higher % means a stronger effect. one-dose inhibition, % at 25 µM; IC50 in µM for titrated hits; in the data active = a potency from the dose series; inconclusive = inhibition mostly from about 82% at the one dose, without a potency; inactive = the rest, 99 in 100 with inhibition below about 76%;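 note: plate controls were DMSO cells for no effect and high antibiotic wells for full effect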
inhibitors of VEEV 10K pilot screen = recorded beside inhibitors of VEEV, whose call it bears; inhibition, %; measured here: 10K pilot screen inhibition
* marks the source's active call; other numbers are inactive results; i = inactive; ? = inconclusive; . = no result given.

Start of the listing, in advance:
SMILES | M. tuberculosis HTS | inhibitors of VEEV | Salmonella PhoP GFP | H1N1 NS1A inhibition | M. tuberculosis | others
COCCn1nnnc1C(c1cccs1)N1CCN(c2ccccc2)CC1 (configuration not stated) | 3% | 0.1% | 0% | 3% | 3%
Cc1cc2cc(CNC(=O)c3cccc([N+](=O)[O-])c3)ccc2[nH]1 | -9% | 2.8% | -5% | 11% | 37% | inhibitors of VEEV 10K pilot screen=1.2
Cc1ccc(-n2nnnc2SCn2nnc3ccccc3c2=O)cc1 | -7% | 1.1% | -19% | 1% | 8%

The listing, from the first entry:
SMILES | M. tuberculosis HTS | inhibitors of VEEV | Salmonella PhoP GFP | H1N1 NS1A inhibition | M. tuberculosis | others
COCCn1nnnc1C(c1cccs1)N1CCN(c2ccccc2)CC1 (configuration not stated) | 3% | 0.1% | 0% | 3% | 3%
Cc1cc2cc(CNC(=O)c3cccc([N+](=O)[O-])c3)ccc2[nH]1 | -9% | 2.8% | -5% | 11% | 37% | inhibitors of VEEV 10K pilot screen=1.2
Cc1ccc(-n2nnnc2SCn2nnc3ccccc3c2=O)cc1 | -7% | 1.1% | -19% | 1% | 8%
COc1ccc(C2C(=O)N(C3CCCCC3)CC(=O)N2CCc2ccccc2)cc1OC (configuration not stated) | 1% | i | -11% | 2% | 19%
Cc1ccn2cc(CCNC(=O)CC(C)(C)C)nc2c1 | -12% | 0.9% | 7% | 8% | -5%
CCCc1nc2oc3c(OC)ncnc3c2c2c1COC(C)(C)C2 | 5% | 2.9% | 2% | -2% | 2%
Cc1ccc(OCCn2ccnc2)c(C)c1 | 5% | 1.3% | -8% | -5% | .
CC(=O)OC(C(=O)NCS(=O)(=O)c1ccc(C)cc1)c1cccnc1 (configuration not stated) | -4% | 0.6% | -5% | 5% | 13%
COc1ccc(N2CC(C(=O)N[C@@H](CC(C)C)C(=O)NC3CCCC3)CC2=O)cc1 (some centres not stated) | 1% | 1.3% | 7% | 5% | -1%
CCOC(=O)c1ccc(NC(=O)c2c(NCc3ccccc3)[nH]c(=O)[nH]c2=O)cc1 | 8% | . | 3% | . | -5%
CC(NC(=O)c1cccc(S(=O)(=O)N(C)c2ccccc2)c1)c1cccnc1 (configuration not stated) | 4% | 1.0% | . | -1% | 7%
CCOC(=O)c1c(NC(=O)CCC(=O)O)sc2c1CCCCC2 | 4% | 1.9% | -6% | -3% | 41%
Cc1sc(NC(=O)/C=C/c2ccc3c(c2)OCO3)nc1-c1ccccc1 | 1% | 7.0% | -5% | -7% | -3%
CN(c1ccc(C(=O)Nc2ccc3c(c2)OCO3)cc1)S(C)(=O)=O | -4% | i | 9% | 1% | -2%
CC(C)[C@H](NC(=O)N1CCn2c1nc1ccccc12)C(=O)N[C@H](Cc1ccccc1)C(=O)O | -7% | 0.2% | 2% | 8% | 10%
O=C(c1ccc2c(c1)OCO2)N1CCN(c2ccccc2F)CC1 | -6% | 5.8% | -8% | 3% | 3%
COc1cccc(/C=C/C(=O)c2ccc(NS(=O)(=O)c3ccc(C)cc3)cc2)c1 | 9% | 24µM* | -7% | 0% | 18%
O=C(c1ccncc1)N1CCN(S(=O)(=O)c2ccc(F)cc2)CC1 | -3% | i | -7% | 16% | -14%
COc1ccc([C@H]2CC(=O)C=C(c3cccc(OC)c3OC)C2)cc1OC | 4% | 0.8% | . | -12% | 15%
Cc1ccc(C2C(C#N)=C(N)Oc3n[nH]c(C)c32)cc1 (configuration not stated) | 2% | 2.3% | 3% | 2% | .
CCn1c(SCC(=O)c2ccc3c(c2)Cc2ccccc2-3)nnc1-c1ccc(N)cc1 | -5% | 0.5% | -5% | 7% | 19%
COc1ccc(NC(=O)N(C)C[C@H]2Oc3c(NS(=O)(=O)c4ccc(F)cc4)cccc3C(=O)N([C@H](C)CO)C[C@@H]2C)cc1 | -9% | 0.0% | . | 2% | 19%
COc1ccccc1CNC(=O)c1cc(C(=O)CC(C)C)c[nH]1 | 3% | 1.0% | 6% | -11% | -7%
CC(C)CC(=O)Nc1ccnn1C1CCN(C(=O)c2ccccc2F)CC1 | -6% | 1.6% | -6% | -10% | 0%
Nc1nc2ccc([N+](=O)[O-])c(N)c2s1 | -2% | 12% | -1% | 3% | 40%
CN1CCCN(Cc2nc(-c3cccc(C(F)(F)F)c3)no2)CC1 | -10% | 0.7% | -5% | 1% | 11%
Cc1ccc(CNC(=O)CCS(=O)(=O)c2ccc3c(c2)NC(=O)CS3)cc1 | 2% | 0.9% | -4% | -9% | 34%
CC(C)(C)c1ccc(OCC(=O)N(c2ccccn2)C2CCCCC2)cc1 | -13% | i | -7% | 25% | 24%
Cc1cc(S(=O)(=O)NC[C@H]2O[C@@H](n3cnc4c(N)ncnc43)[C@H](O)[C@@H]2O)c(C)s1 | -4% | 0.8% | . | -2% | 1%
Nc1ccc2oc(-c3cccc(Br)c3)nc2c1 | ? | 6.0% | -4% | -5% | 57%
CCc1cc2cc(C(=O)Nc3ccc(C)cc3)sc2s1 | ? | 1.5% | 7% | -7% | ?
CCOc1ccc2oc(-c3ccccc3)c(C(=O)N(C)C)c2c1 | -1% | i | 3% | 2% | -2%
N#Cc1c(N)nc2c(c1-c1ccccc1)CCCC2 | 8% | 1.7% | 2% | -3% | 10%
C(=N\Nc1ccccc1)/c1nc2ccccc2s1 | -3% | 2.3% | 2% | -14% | 15%
CCOc1ccc(C(=O)N2CCN(S(=O)(=O)c3cccs3)CC2)c(OCC)c1 | -1% | 8.4% | 0% | -9% | 33%
CCN(CC)C(=O)CSCC(=O)Nc1ccccc1 | -10% | 0.1% | -4% | -3% | 5%
O=C(CN1CCN(Cc2ccccc2Cl)CC1)N/N=C/C=C/c1ccccc1[N+](=O)[O-] | 8% | 1.8% | -5% | -1% | 14%
COc1ccc(/C=C2\C(=O)NC(=O)N(CCC3=CCCCC3)C2=O)c(OC)c1 | 7% | 1.4% | 12% | -6% | 42%
Cc1ccc(S(=O)(=O)Nc2ccc(C(=O)NCCCn3ccnc3)cc2)cc1[N+](=O)[O-] | -7% | 0.2% | . | -13% | -11%
COC(=O)c1ccccc1Sc1c(/C=N/OC(=O)c2ccccc2)c(C(F)(F)F)nn1C | -7% | 0.7% | -19% | 7% | -2%
C/C(=N/NC(=O)c1cnccn1)c1cccs1 | 1% | 1.6% | 0% | 0% | 4%
CCc1ccc(C(C(=O)NC2CCCC2)N(Cc2cccnc2)C(=O)c2csnn2)cc1 (configuration not stated) | 3% | 0.1% | 8% | -8% | 12%
COc1ccc(NC(=O)CCCn2c(=O)c3sccc3n(Cc3ccccc3C)c2=O)cc1 | 3% | 1.0% | 3% | 6% | 14%
CN(c1ccccc1C(=O)N1CCOCC1)S(C)(=O)=O | 4% | 0.9% | 0% | -1% | 3%
COc1ccc(S(=O)(=O)Nc2ccc3c(c2)C(=O)N([C@H](C)CO)C[C@H](C)[C@@H](CN(C)C(=O)Nc2c(C)noc2C)O3)cc1 | 0% | 0.8% | . | -3% | 2%
COc1ccc(S(=O)(=O)N2CCN(CC(O)CN3CCOCC3)CC2)cc1 (configuration not stated) | -9% | 0.2% | . | -2% | -4%
COc1ccc(C(CNS(=O)(=O)c2ccc(NC(C)=O)c(OC)c2)N2CCCC2)cc1 (configuration not stated) | -6% | 1.5% | . | -8% | 16%
O=C(O)c1nnn(-c2cccc(C(F)(F)F)c2)c1-c1ccccc1 | 4% | 1.7% | -2% | -15% | -1%
COc1ccccc1OCC(=O)N/N=C1/SCC(=O)N1Cc1ccccc1 | 2% | 1.3% | -5% | 0% | 49%
CCN(C(=O)c1cnc(OC)cc1C(F)(F)F)c1ccc(Cl)cc1Cl | 1% | 5.4% | -1% | 11% | -1%
CSCC[C@H](NC(=O)OCc1ccccc1)C(=O)O | 2% | 3.1% | 0% | -2% | -7%
CCOc1ccc(N(CC(=O)N2CCCCCC2)S(=O)(=O)c2ccc(C)cc2)cc1 | -6% | i | 7% | 5% | -6%
N#CC1(NC(=O)COC(=O)C2CCN(S(=O)(=O)c3ccc4c(c3)OCCO4)CC2)CCCCC1 | . | 7.2% | . | -1% | .
COCCC(=O)N1CCC(Oc2ccc(C(=O)N(C)C(C)c3ccon3)cc2)CC1 (configuration not stated) | 1% | 0.5% | -4% | -13% | 3%
COCCn1nnnc1C(C(C)C)N1CCOCC1 (configuration not stated) | 2% | 0.7% | -9% | -4% | 9%
CCOc1ccc(C(=O)N/N=C/c2ccc(SC)cc2)cc1 | -15% | 2.3% | -6% | -8% | .
CCN(CC(=O)Nc1c(F)cccc1F)C(=O)c1cccc(S(=O)(=O)N2CCCc3ccccc32)c1 | . | 0.4% | . | 8% | .
Cc1cc(N(C)N)nc(NC(=O)NS(=O)(=O)c2ccccc2Cl)n1 | -7% | 0.5% | -7% | 6µM* | -15%
C/C=C/c1ccc(OCCCNC(C)CC)c(OC)c1 (configuration not stated) | -4% | 0.5% | -5% | -4% | 1%
COc1ccc(/C=C2\Sc3ccc(C(=O)NCCCN4CCCC4)cc3N(C)C2=O)cc1OC | 20% | i | 5% | 22% | 77%
Going on with the list:
SMILES | M. tuberculosis HTS | inhibitors of VEEV | Salmonella PhoP GFP | H1N1 NS1A inhibition | M. tuberculosis | others
Cc1cc2c(C)ccc(C)c2nc1SCC(=O)c1cccs1 | -2% | 2.2% | -2% | 7% | 13%
CCOc1cc(C2C(C#N)=C(N)Oc3n[nH]c(-c4ccccc4)c32)ccc1O (configuration not stated) | -2% | 2.7% | 2% | -3% | 4%
Cc1ccc(S(=O)(=O)N[C@H](C(=O)OCC(=O)NC(=O)Nc2ccc3c(c2)OCCO3)C(C)C)cc1 | 13% | i | -9% | -8% | 19%
CC(=O)c1sc(NC(=O)COc2ccc(C)c(C)c2)nc1C | -2% | 1.2% | -4% | -5% | 27%
Cc1ccc(CC(=O)Nc2ncc([N+](=O)[O-])s2)cc1 | -4% | 1.2% | i | -10% | ?
Cc1ccc(NC2CCCN(C(=O)c3ccoc3C)C2)cc1C (configuration not stated) | 6% | 1.0% | -7% | 4% | 6%
O=C(Nc1ccccc1N1CCOCC1)c1ccc(S(=O)(=O)NCc2ccco2)cc1 | 4% | 0.1% | -7% | -3% | 6%
CC1CN(C(=O)COC(=O)c2ccc(N(C)C)cc2)CC(C)O1 (configuration not stated) | -1% | 1.1% | 2% | -6% | -5%
Cc1ccc(C)c(N(C(=O)CNC(=O)c2ccco2)C(C(=O)NC2CCCCC2)c2ccncc2)c1 (configuration not stated) | 3% | i | 1% | -1% | 2%
O=C1c2cccnc2C(=O)N1Cc1ccc(S(=O)(=O)N2CCOc3ccc(Cl)cc32)cc1 | -6% | 0.3% | -5% | 11% | -12%
CCOC(=O)c1c(CN(C)C)n(-c2ccc(C)cc2)c2cc(Br)c(O)cc12 | 4% | 2.3% | -2% | 3% | 37%
Cc1c(-c2ccccc2)[n+](=O)c2c(n1[O-])CCCC2 | -5% | 1.2% | 24% | -22% | 2%
Cc1cc(C)nc(N2CCCC(C(=O)Nc3nc4ccc(S(C)(=O)=O)cc4s3)C2)n1 (configuration not stated) | 18% | 9.3% | 1% | -4% | 2%
Cc1ccc(-c2nc(-c3cccnc3)sc2CC(=O)O)cc1 | -6% | 0.5% | 11% | -8% | -4%
COC(=O)c1sc2nc(SCc3cccc(F)c3)n(N)c(=O)c2c1C | 3% | 0.6% | -7% | -10% | -27% | inhibitors of VEEV 10K pilot screen=0.2
O=C(c1cccc2c1-c1ccccc1/C2=N/O)N1CCCCC1 | -9% | i | 3% | -4% | 19%
Cc1ccc(C)c(NC(=O)CSc2nc(C)cs2)c1 | 0% | 1.8% | . | -8% | 34%
COc1ccc(C2=NNC(c3cccs3)=Nc3ccc(OC)cc32)cc1 | ? | 1.0% | 5% | 11% | 10%
CCOC(=O)Nc1ccc2c(c1)N(C(=O)CN(CC)CC)c1ccccc1CC2 | 6% | 0.2% | 6% | -12% | 2%
CC(=O)Nc1cccc(NC(=O)Nc2ccc(C(C)=O)cc2)c1 | -7% | 1.9% | 3% | 2% | 7%
c1ccc(Cn2ccnc2-c2ccco2)cc1 | 0% | 6.5% | 1% | -4% | 5%
CC(C)C(=O)NC(C)C(c1cccs1)N1CCN(c2ccccc2)CC1 (configuration not stated) | -1% | i | -4% | -14% | -12%
Nc1nc(-c2cccc(F)c2)cs1 | 99% | 0.5% | -1% | -6% | 71%
Cc1cccn2c(=O)c(/C=C(\C#N)C(=O)NC3CCS(=O)(=O)C3)c(N3CC(C)OC(C)C3)nc12 (configuration not stated) | -15% | 0.2% | 2% | 2% | -16%

An unsorted share of the library; overall some 1.4% were active at least once.
